CCT chaperon mod: High-Throughput Screening for Modulators of Cytosolic Chaperonin Activity. purified chaperonin ATPase assay, HTRF ADP detection, 30 min. activity change, % (test concentration not listed), hits read low. 0.3% of 360,000 active. AID 651819, 2012; in the data active = activity change below about -30%; also: % is scaled to controls: 0 for no effect and ±100 for the full control effect
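First, chaperonin was dispensed at 40 nM or 20 nM final depending on batch activity. Next, compounds were pinned at 76 uM and ATP added at 10 uM. After 30 min at 37 °C, ADP detection reagents ran 30 min at ambient temperature.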
A549 tox: Nrf2 qHTS screen for inhibitors: counterscreen for cytotoxicity | AID 504648, 2011 | Potency, µM (titrated, usually from 46 µM), inactives show at the top dose activity change, negative = cytotoxicity, actives largely listed as inhibitors | A549 ARE-Fluc cells, CellTiter-Fluor viability, 18-24 h | 0.16% of 390,000 active; also: potency is read from the fitted curve at half-maximal effect; % is scaled to controls: 0 for no effect and ±100 for the full control effect
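A549 ARE_Fluc cells in 5% FBS OPTI-MEM were exposed to compounds in concentration-response for 18-24 h at 37 deg C. Viability was read by CellTiter-Fluor fluorescence (Ex 405/Em 525) after 30 min, before the luciferase read.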
Nrf2 block: Nrf2 qHTS screen for inhibitors; Potency, µM (top dose mostly 46 µM), for the others: at the highest dose activity change, negative = inhibition, most hits filed as inhibitors; A549 ARE-Fluc reporter, luciferase luminescence, 18-24 h; 2.1% of 360,000 active; also: potency is read from the fitted curve at half-maximal effect; % is scaled to controls: 0 for no effect and ±100 for the full control effect; nearly all actives have a fitted effect of over 60% in size
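Cells were seeded and rested 2 h, then exposed to compounds for 18-24 h. CellTiter-Fluor was read first as a viability measure. BugLite was added 15 min before the final luminescent read of ARE-luciferase activity in A549 cells.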
Nrf2 ARE act: qHTS of Nrf2 Activators; AREc32 ARE-luciferase reporter (MCF7-derived line), luminescence, 24 h; Potency, µM (doses to about 46.1 µM), inactives show at the top dose activation, actives largely listed as activators; 0.31% of 410,000 active; also: potency is read from the fitted curve at half-maximal effect; % of control where 0% means no effect; nearly all actives have a fitted effect of over 65% in size
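For detection, Steady-Glo was added and plates sat 30 min at RT; before that, AREc32_Fluc cells grown overnight in OPTI-MEM/5% FBS had been treated with 23 nL compound for 24 hr at 37 deg C.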
Abeta rescue: qHTS for compounds that reverse cellular toxicity of Amyloid beta (A-beta) peptide in yeast: Primary Screen; yeast expressing A-beta42, growth rescue, OD600, 48 h; response scale: 0% DMSO, 100% iron-clioquinol control; Potency, µM (highest dose often 46.1 µM), inactives show at the top dose growth rescue, most hits filed as activators; 0.063% of 410,000 active; also: potency is read from the fitted curve at half-maximal effect; nearly all actives have a fitted effect of over 55% in size
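Yeast A-beta toxicity model in growth medium with pinned compounds, 48 h at 30 C; growth read as absorbance at 600 nm. Normalized to FeCl3/clioquinol equimolar mix (positive) and DMSO (negative).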
Akt phos inh: HTS Assay for Inhibitors of Akt Phophorylation: Primary Screen; Neuro2A IGF-stimulated pAkt S473 HTRF, 20 min; stronger effect = lower value; activity change, % for hits at 50 µM; 0.32% of 360,000 active; AID 651550, 2012; in the data active = activity change below about -80%; inconclusive = mostly about -51% to -80%; also: % is scaled to controls: 0 for no effect and ±100 for the full control effect
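Single-point screen (50 µM final compound) in Neuro2A cells stimulated 20 min with 6 nM IGF at 37 deg C. After lysis, Ser473-phosphorylated Akt read by HTRF (ex 330 nm, em 615/665 nm) as the 665/615 ratio.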
HepG2 tox: qHTS for Inhibitors of TGF-b: Cytotox Counterscreen | HepG2 CAGA-GFP viability, ATP luminescence, 18 h | 0.76% of 410,000 active | Potency, µM (doses to about 46.1 µM), for the others: at the highest dose activity change, negative = cytotoxicity, hits mostly cytotoxic | AID 588856, 2011; also: potency is read from the fitted curve at half-maximal effect; some results filed as inactive show a strong effect at the top dose
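HepG2 CAGA-GFP cells (1000/well, DMEM with 1% FBS) received compound, then TGF-beta at 500 pg/mL final, and were incubated 18 hours at 37 degrees C. Viability was read by CellTiter-Glo luminescence. Media-only wells were set as complete cell-killing and DMSO as no toxicity.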
Mm-Cpn inhibitor: Inhibitors of TCP-1 ring complex (TRiC) of Methanococcus maripaludis (MmCpn): qHTS; Chaperonin Mm-Cpn (Methanococcus maripaludis); purified Mm-Cpn ATPase, ADP Transcreener TR-FRET; Potency, µM (top dose mostly 76.9 µM), for inactives: at the highest dose activity, negative = inhibition, usual class: inhibitors; 0.031% of 330,000 active; also: potency is read from the fitted curve at half-maximal effect; % is scaled to controls: 0 for no effect and ±100 for the full control effect; nearly all actives have a fitted effect of over 80% in size
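Compound-treated chaperonin, 25 nM final, turns over 10 uM ATP at 37°C for 30 min following a 10 min preincubation; ADP generated competes with ADP-d2 for Eu-cryptate antibody, lowering FRET.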
TGFb inhibitor: qHTS for Inhibitors of TGF-b | AID 588855, 2011 | Potency, µM (highest dose often 46.1 µM), for inactives: at the top dose activity, negative = inhibition, actives largely listed as inhibitors | HepG2 CAGA-GFP TGF-b/SMAD3 reporter, GFP fluorescence, 18 h; TGF-beta stimulated, 500 pg/mL final | 1.2% of 410,000 active; also: potency is read from the fitted curve at half-maximal effect; % is scaled to controls: 0 for no effect and ±100 for the full control effect; nearly all actives have a fitted effect of over 65% in size
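First, reporter cells (HEPG2 CAGA-GFP) rested 2 h at 37 degrees C. Next, compounds were pinned in and TGF-beta added to 500 pg/mL final. After 18 h, GFP was imaged per cell and summed per well.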
* hit, by the source's call; i = inactive; ? = inconclusive; . = not tested or not shown; [ ] = remark or other dose. Unless noted, calls follow the shape of the dose curve; as a rule, active = well fitted curve in the direction sought with a large enough effect; inconclusive = small, poorly fitted or top-dose-only effect, or another doubt; inactive = no such curve, though single readings can be large; an effect the other way counts as inactive or inconclusive. This is a random part of the collection, and some 4.3% of all compounds hit somewhere here.

SMILES	CCT chaperon mod	A549 tox	Nrf2 block	Nrf2 ARE act	Abeta rescue	Akt phos inh	HepG2 tox	Mm-Cpn inhibitor	TGFb inhibitor
CCN1C[C@@H]2[C@@H]3C(=O)N(Cc4ccccc4)C(=O)[C@@H]3[C@](C)(C1=O)N2C(=O)c1ccccc1	-0.5	-6%	4%	-1.0%	10%	i	1%	.	-1%
CCOC(=O)Cc1csc(NC(=O)CSc2nnnn2-c2ccc(F)cc2)n1	-0.1	-1%	-9%	0.5%	2%	i	2%	-9%	-6%
N#CCCN(C(=O)COC(=O)c1ccc2ccccc2n1)c1ccccc1	-1.7	6%	6%	0.0%	1%	i	-32%	1%	-3%
Cc1ccc(S(=O)(=O)CCc2nc3ccccc3s2)cc1C	1.2	0%	3%	-1.8%	7%	.	7%	-1%	19%
Nc1nn(S(=O)(=O)c2ccccc2)cc1-c1cccc([N+](=O)[O-])c1	-2.7	-2%	-10%	2.8%	8%	i	0%	-1%	-2%
CCC(=O)N1CCc2cc(Br)cc(S(=O)(=O)NCCCN(C)Cc3ccccc3)c21	0.1	0%	3%	2.1%	4%	i	-6%	-1%	-15%
COc1ccc(S(=O)(=O)N2CCCCCC2)cc1NC(=O)CCNC(=O)c1ccc(Cl)cc1	-1.3	.	.	-0.4%	3%	i	0%	.	2%
Cc1nc(N)c(C#N)c(-c2cccnc2)c1-c1ccccc1	0.2	-1%	-19%	-0.1%	1%	i	6%	-1%	10%
COc1c(C)cc(C(O)c2ncc(-c3cccc4ccccc34)[nH]2)cc1C (stereo not given)	2.4	.	.	-0.9%	-4%	i	-45%	.	?
COc1ccc(-c2csc(NC(=O)CC(NC(C)=O)c3ccccc3)n2)cc1OC (stereo not given)	-1.4	1%	-23%	1.8%	4%	i	-12%	3%	-22%
Cc1ccc(OCC(=O)Nc2ccc(S(=O)(=O)Nc3ncccn3)cc2)c(C(C)(C)C)c1	.	2%	-9%	0.0%	-9%	.	-20%	.	-3%
c1csc(CNc2nc(Oc3ccncc3)c3sccc3n2)c1	-2.2	.	.	30%	-17%	i	-13%	.	-7%
CCOC(=O)C1=C[C@@H](C(C)(C)C)N(S(=O)(=O)c2ccc(C)cc2)[C@H]1c1cccc(Cl)c1	1.2	.	.	0.5%	-1%	i	-26%	.	?
COc1ccccc1N1CCN(C(=O)Nc2cn(CC(C)C)c(=O)c3ccccc23)CC1	.	7%	?	0.0%	3%	.	-26%	.	-2%
O=C(COc1coc(CN2CCN(c3ccccc3)CC2)cc1=O)NCC1CCCO1 (stereo not given)	-0.5	5%	1%	0.4%	-5%	i	-1%	0%	0%
CN(C)CCOC(C1CCCCC1)C1CCCCC1	-1.0	4%	.	-0.3%	9%	i	-25%	0%	-2%
CCN1C(=O)[C@H]2[C@@H](c3ccc(C)cc3)N3C(=O)N(c4cccc(F)c4)C(=O)[C@@]3(C)[C@H]2C1=O	-4.6	6%	4%	-1.4%	-11%	i	0%	-2%	2%
O=C(O)c1cccnc1Nc1ccc(Cl)cc1	1.4	?	?	0.4%	-18%	i	-4%	0%	-2%
C#CCOCCOCCOCCNc1nc(N2CCN(C(=O)C([C@@H](C)CC)n3cc(C(N)COC(=O)C(F)(F)F)nn3)CC2)nc(N2CCN(C(=O)[C@H](CCCCN)n3cc(C(N)CC(C)C)nn3)CC2)n1 (stereo not given in full)	-1.9	-1%	-4%	-0.3%	-3%	i	-23%	.	-1%
CCN(CC)C(=O)[C@H]1C[C@H](CC(=O)NCCN2CCOCC2)C(=O)N2CCc3c([nH]c4cc(-c5ccco5)ccc34)[C@]12C	-0.6	0%	12%	8.3%	5%	i	-8%	0%	-3%
Cc1ccccc1OCC(=O)N1N=C(c2cccnc2)CC1(O)C(F)(F)F (stereo not given)	1.3	0%	-17%	-0.1%	0%	i	-22%	2%	-15%
COc1ccc(C(=O)N(Cc2ccco2)Cc2cccs2)cc1	.	-2%	-17%	.	.	.	-29%	.	-6%
c1ccc(CSc2nnc3ccc(-c4cccs4)nn23)nc1	1.5	1%	2%	0.3%	5%	i	-14%	1%	-5%
CCN1CCN(c2ccc(NC(=O)CCc3c(C)nc4c(-c5ccc(F)cc5)c(C)nn4c3C)cc2)CC1	-3.8	2%	8%	3.3%	0%	i	-30%	1%	-24%
Cc1cccc(OCCC(=O)Nc2ccc(F)c(Cl)c2)c1	-1.7	-1%	?	3.4%	-78%[inhibitor]	i	-57%	2%	0%

Next structures follow:
SMILES	CCT chaperon mod	A549 tox	Nrf2 block	Nrf2 ARE act	Abeta rescue	Akt phos inh	HepG2 tox	Mm-Cpn inhibitor	TGFb inhibitor
CC(=O)N1CCN(S(=O)(=O)c2cccc(C(=O)Nc3cc(C(F)(F)F)ccc3N3CCOCC3)c2)CC1	-1.2	1%	5%	2.6%	2%	i	0%	-3%	21%
Cc1cccc(CCNC(=O)c2cccc3c2C(=O)N(C2CCCCC2)C3)c1	0.4	-4%	0%	0.0%	-20%	i	0%	-7%	13µM*
CSc1ccccc1-c1nc(-c2ccncc2)no1	1.3	3%	?	9.6%	1%	i	-20%	-8%	4%
CCOc1ccc2oc(C(=O)Nc3cc(C)ccn3)c(C)c2c1	-0.7	7%	?	-0.3%	-26%	i	-35%	-7%	-15%
CCCc1nnc(SCC(=O)N2CCCC(C)C2)n1CC1CCCO1 (stereo not given)	-3.5	-3%	-6%	0.1%	19%	i	5%	2%	3%
O=C(CSc1nnc(NC2CC2)s1)c1ccc[nH]1	-5.5	-4%	?	-0.7%	-6%	i	1%	-1%	-20%
COC(=O)c1cc(OC)c(OC)cc1NC(=O)CCc1ccc(C)o1	1.1	11%	.	4.3%	6%	i	7%	0%	-5%
Cc1cccc(-n2c(SCCC(=O)O)nnc2-c2cccs2)c1C	-2.1	-1%	-11%	0.2%	-1%	-115%*	6%	-1%	-23%
Cc1cc2ccccc2n2c(SCC(=O)N3CCOCC3)nnc12	-1.7	0%	0%	5.2%	0%	i	5%	1%	-4%
O=C(COC(=O)c1ccccc1NCCO)NCC1CCCCC1	-1.8	-6%	4%	2.5%	18%	i	-1%	3%	-6%
CN1CCc2c1nc1ccccc1c2N (tested in a mixture with another compound)	1.3	-14%	-18%	0.4%	-7%	i	-3%	-2%	2%
C=CCn1c(SCc2csc(C)n2)nc2scc(-c3ccc(C)o3)c2c1=O	-0.9	0%	.	0.3%	5%	.	-34%	1%	3%
C=CCN(Cc1nc(-c2ccccc2)no1)C(=O)c1ccoc1C	1.3	-4%	-4%	10%	-4%	i	4%	-1%	1%
CN1C(=O)c2ccc(N(C)C)cc2C1=O	-1.3	0%	.	-0.1%	6%	i	27%	1%	34%
CCN(CC)C(=O)CN1CCC(n2c(C)nc3cc(C(F)(F)F)ccc32)CC1	-1.3	10%	-12%	-0.3%	5%	i	-15%	1%	2%
O=C(CCCn1c(=S)[nH]c2ccsc2c1=O)NCCc1ccccc1	-3.7	2%	6%	0.3%	-5%	.	-1%	1%	-11%
COc1ccc(Nc2nc3c(S(=O)(=O)c4ccc(C)cc4)nnn3c3ccsc23)cc1Cl	.	2%	0%	-0.3%	-5%	.	-12%	.	3%
O=C(O)C1CSC(c2coc3ccccc3c2=O)N1 (stereo not given)	0.4	0%	-1%	4.9%	-40%[inhibitor]	i	0%	-3%	?
C=CCOc1ccc(C2/C(=C(\O)c3c(C)[nH]c(C(=O)OC)c3C)C(=O)C(=O)N2CCN(C)C)cc1 (stereo not given)	-0.5	2%	-9%	0.2%	2%	i	-27%	-2%	2%
Cc1ccc(C)c(NC(=O)c2cnc3n(c2=O)CCS3)c1	2.1	9%	4%	0.1%	5%	i	-13%	-6%	3%
CCC(=O)N1CCc2cc(Br)cc(S(=O)(=O)N3CCCC(C(=O)Nc4cccc(C)c4C)C3)c21 (stereo not given)	.	6%	?	-1.2%	-11%	.	-18%	.	-24%
CCOC(=O)N1CCN(C(=O)c2ccc(-n3c(C)ccc3C)cc2)CC1	-0.4	-2%	-2%	12%	-3%	i	1%	-2%	-17%
COc1ccc(C2(O)CCN(CC(=O)Nc3nc(-c4ccccc4)cs3)CC2)cc1	-1.0	?	?	-1.1%	-11%	i	-13%	-5%	?
O=C(c1cc(Cl)c(=O)n(Cc2ccccc2)c1)N1CCOCC1	1.8	-6%	12%	0.0%	?	i	5%	-6%	-4%
c1csc(CCNc2ncnc3sc4c(c23)CCC4)c1	-0.1	-15%	?	4.4%	0%	i	-54%	-1%	?
Cc1ccc(NC(=O)CN2C(=O)NC3(CCCC3)C2=O)cc1S(=O)(=O)N1CCCCC1	0.9	8%	4%	-0.6%	-16%	i	-5%	-1%	-5%

Pulled by structure from above (3):
SMILES	CCT chaperon mod	A549 tox	Nrf2 block	Nrf2 ARE act	Abeta rescue	Akt phos inh	HepG2 tox	Mm-Cpn inhibitor	TGFb inhibitor
COC(=O)c1cc(OC)c(OC)cc1NC(=O)CCc1ccc(C)o1	1.1	11%	.	4.3%	6%	i	7%	0%	-5%
COc1ccc(Nc2nc3c(S(=O)(=O)c4ccc(C)cc4)nnn3c3ccsc23)cc1Cl	.	2%	0%	-0.3%	-5%	.	-12%	.	3%
CN1CCc2c1nc1ccccc1c2N (tested in a mixture with another compound)	1.3	-14%	-18%	0.4%	-7%	i	-3%	-2%	2%

Assay outcomes deposited in PubChem BioAssay by National Center for Advancing Translational Sciences (NCATS).
